High-throughput results (PubChem)
Apoferritin bind – qHTS Assay for Identification of Novel General Anesthetics; apoferritin/1-aminoanthracene competitive binding, fluorescence; Potency, µM (doses to about 77.5 µM), without a hit: at the highest dose activity change, negative = displacement, hits mostly inhibitors; 0.074% of 350,000 active; also: potency is read from the fitted curve at half-maximal effect; % is scaled to controls: 0 for no effect and ±100 for the full control effect; nearly all actives have a fitted effect of over 20% in size
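Probe: 1-aminoanthracene (50% saturated, PBS). Protein: horse-spleen apoferritin, 10 uM. Incubation: 10 min, room temperature. Detection: 380 nm excitation, 535 nm emission. Analysis: normalized response, four-parameter Hill.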
POLK inh – qHTS for Inhibitors of Polymerase Kappa. AID 588579, 2011. purified Pol kappa, fluorescent DNA synthesis assay, 10 min. 0.53% of 400,000 active. Potency, µM (series often up to 107 µM), for the others: at the top dose activity, negative = inhibition, actives largely listed as inhibitors. DNA polymerase kappa (Homo sapiens), Q9UBT6; also: potency is read from the fitted curve at half-maximal effect; % is scaled to controls: 0 for no effect and ±100 for the full control effect
Target sequence (Q9UBT6 whole entry, looked up): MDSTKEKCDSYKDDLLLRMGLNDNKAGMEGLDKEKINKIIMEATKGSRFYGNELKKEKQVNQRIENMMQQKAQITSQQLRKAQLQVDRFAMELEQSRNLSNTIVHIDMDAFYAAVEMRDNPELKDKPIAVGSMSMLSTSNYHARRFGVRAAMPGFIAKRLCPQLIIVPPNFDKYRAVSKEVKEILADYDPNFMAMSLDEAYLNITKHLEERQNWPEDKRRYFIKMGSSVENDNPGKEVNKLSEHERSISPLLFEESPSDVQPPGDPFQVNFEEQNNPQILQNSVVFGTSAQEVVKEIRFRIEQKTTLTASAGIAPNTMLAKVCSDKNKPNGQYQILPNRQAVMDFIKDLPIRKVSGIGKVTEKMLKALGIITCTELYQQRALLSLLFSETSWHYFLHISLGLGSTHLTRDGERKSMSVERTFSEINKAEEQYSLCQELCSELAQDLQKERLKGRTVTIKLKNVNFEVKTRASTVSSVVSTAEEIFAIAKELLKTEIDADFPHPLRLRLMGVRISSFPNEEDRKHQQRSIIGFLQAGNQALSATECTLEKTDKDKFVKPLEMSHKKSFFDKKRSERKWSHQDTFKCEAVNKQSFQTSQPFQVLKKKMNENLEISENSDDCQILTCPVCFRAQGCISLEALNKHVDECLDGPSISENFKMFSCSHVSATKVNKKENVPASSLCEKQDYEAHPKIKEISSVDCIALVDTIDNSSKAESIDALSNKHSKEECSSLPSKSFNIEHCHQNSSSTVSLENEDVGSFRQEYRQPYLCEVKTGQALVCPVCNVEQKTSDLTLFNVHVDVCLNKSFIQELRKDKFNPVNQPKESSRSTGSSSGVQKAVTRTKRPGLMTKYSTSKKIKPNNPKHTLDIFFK
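Fluorescent qHTS in 1536-well format: enzyme (10 nM) and compound sat 15 min at room temperature before 50 nM substrate (final) was added. Signal taken at 0 and 10 min; no-enzyme buffer wells were negative controls.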
Pol eta inh – qHTS for Inhibitors of Polymerase Eta | 1.2% of 390,000 active | AID 588591, 2011 | Potency, µM (series often up to 114 µM), without a hit: top-dose activity change, negative = inhibition, most hits filed as inhibitors | recombinant Pol eta, fluorescent DNA replication assay | DNA polymerase eta (Homo sapiens), Q9Y253; also: potency is read from the fitted curve at half-maximal effect; % is scaled to controls: 0 for no effect and ±100 for the full control effect
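Fluorescent replication assay: 50 nM final substrate added after a 15 min room-temperature compound preincubation with 10 nM enzyme. Signal taken at 0 min and again at 10 min.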
RGS4 inh – Inhibitors of Regulator of G Protein Signaling (RGS) 4: qHTS | Regulator of G-protein signaling 4 (Homo sapiens), P49798 | Transcreener GDP fluorescence polarization, RGS4-accelerated GTP hydrolysis | Potency, µM (titrated, usually from 114 µM), inactives show at the top dose activity change, negative = inhibition, usual class: inhibitors | 0.039% of 390,000 active | AID 504845, 2011; also: potency is read from the fitted curve at half-maximal effect; % is scaled to controls: 0 for no effect and ±100 for the full control effect; nearly all actives have a fitted effect of over 75% in size; some results filed as inactive show a strong effect at the top dose
Target sequence (P49798 whole entry, looked up): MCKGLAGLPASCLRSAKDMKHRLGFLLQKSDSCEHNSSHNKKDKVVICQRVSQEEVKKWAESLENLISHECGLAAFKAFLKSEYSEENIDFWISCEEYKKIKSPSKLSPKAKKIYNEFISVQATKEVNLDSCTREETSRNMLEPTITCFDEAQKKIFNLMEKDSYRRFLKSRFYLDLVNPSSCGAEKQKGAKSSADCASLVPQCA
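MLSMR compounds (23 nl, pin-transferred) preincubated 10 min at room temperature with a 500nM (2x) first reagent, then RGS4 at 900nM (2x) plus Transcreener GDP mix added; fluorescence polarization (620/688 nm) read before and after 90 min at 30 °C.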
LDHA block – qHTS assay for inhibitors of human lactate dehydrogenase; L-lactate dehydrogenase A chain (Homo sapiens), P00338; purified LDHA, NADH/diaphorase-resazurin fluorescence; active compounds read low; activity change, % (values are at about 110 or 230 µM); 0.15% of 480,000 active; in the data active = activity change below about -30%; inconclusive = mostly about -25% to -30%;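 also: plate controls were DMSO wells for no effect and wells without enzyme for full effect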
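Remaining NADH was detected by diaphorase (0.133 mg/mL) converting 37 µM resazurin to fluorescent resorufin, read at 0 and 20 minutes. The preceding 5-minute room-temperature reaction used 2 nM LDHA, 0.2 mM sodium pyruvate and 0.06 mM NADH at pH 7.4.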
ERG-DNA inh – qHTS for Small Molecule Inhibitors of the ERG Ets/DNA interaction; Transcriptional regulator ERG (Homo sapiens), P11308; fluorescence polarization, His-ERG Ets domain / labelled DNA; Potency, µM (highest dose often 76.9 µM), for the others: at the highest dose FP activity, negative = inhibition, usual class: inhibitors; 0.028% of 370,000 active; AID 624246, 2012; active = well fitted inhibition curve with a large enough effect in the polarisation, with a control signal flat; inconclusive = small, poorly fitted or top-dose-only effect, or effect the other way, or a change in a side signal; inactive = no such curve, though single readings can be large or run the other way; the % refers to the polarisation;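 also: polarization taken with two DNA probes labelled with fluorescein and Texas red; potency is read from the fitted curve at half-maximal effect; % of control where 0% means no effect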
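His-tagged ERG Ets domain (1 uM in the protein solution; 300mM KCl, 50mM Tris-HCl, 1mM EDTA, 1mM DTT, pH 7.5) received compound, then a probe mix of 5 nM fluorescein-DNA and 100nM Texas-615-DNA. Fluorescence polarization was read for both dyes.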
ALOX12 inh – Primary qHTS assay for inhibitors of human arachidonate 12S-lipoxygenase (ALOX12): Round 2; Polyunsaturated fatty acid lipoxygenase ALOX12 (Homo sapiens), P18054; purified 12hLO, xylenol orange hydroperoxide absorbance; Potency, µM (series often up to 108 µM), inactives show at the highest dose activity change, negative = inhibition, most hits filed as inhibitors; 1.1% of 580,000 active; AID 1671190, 2021; also: potency is read from the fitted curve at half-maximal effect; % is scaled to controls: 0 for no effect and ±100 for the full control effect
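Purified human 12hLO at 150 nM in 25 mM Hepes, 0.01% Triton X-100, pH 7.0, preincubated 15 min at room temperature with compound. Reaction started with 40 uM arachidonic acid, 30 min at room temperature. Hydroperoxide measured by Fe-xylenol orange, 573/405 nm absorbance ratio.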
POLB inh – qHTS Assay for Inhibitors of DNA Polymerase Beta; 1.3% of 340,000 active; Potency, µM (top dose mostly 114 µM), for inactives: at the top dose activity change, negative = inhibition, most hits filed as inhibitors; Pol beta primer extension/strand displacement, fluorescence kinetic; P06746; also: potency is read from the fitted curve at half-maximal effect; % is scaled to controls: 0 for no effect and ±100 for the full control effect
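Values derive from four-parameter Hill fits of normalized kinetic data: reads at 0 and 10 min following addition of 50 nM substrate to 10 nM Pol beta preincubated 15 min with compound.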
APEX1 inh – qHTS Assay for Inhibitors of the Human Apurinic/apyrimidinic Endonuclease 1 (APE1); DNA repair nuclease/redox regulator APEX1 (Homo sapiens), P27695; recombinant APE1, TAMRA/BHQ-2 abasic DNA cleavage fluorescence; Potency, µM (series often up to 65.8 µM), inactives show at the top dose activity change, negative = inhibition, hits mostly inhibitors; 0.35% of 350,000 active; AID 2517, 2012;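 also: potency is read from the fitted curve at half-maximal effect; plate controls were vehicle for no effect and reference inhibitor for full effect; nearly all actives have a fitted effect of over 55% in size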
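Substrate: short duplex with […] THF abasic site, 5'-TAMRA and 3'-BHQ-2, 50 nM final. APE1 at 0.75 nM, preincubated 15 min RT with compound. Fluorescence increase from first to third read measured activity.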
Numbers without * were called inactive; & = joins results of further samples; [ ] = dose if it differs, or a comment. Unless noted, calls follow the shape of the dose curve; as a rule, active = well fitted curve in the direction sought with a large enough effect; inconclusive = small, poorly fitted or top-dose-only effect, or another doubt; inactive = no such curve, though single readings can be large; an effect the other way counts as inactive or inconclusive. Not all compounds are listed (hit frequency here may not be typical).

`CCc1cc2c(-c3ccccc3)cc(=O)oc2c2c1OCN(Cc1ccc(F)cc1)C2` gave Apoferritin bind 6.8%, POLK inh -7.7%, Pol eta inh -10.1%, RGS4 inh -15.9%, LDHA block -4.5, ERG-DNA inh -1.1%, ALOX12 inh inconclusive and POLB inh 5.3%.
For CC(C)(C)n1nc2c(c1NC(=O)c1cc3ccccc3o1)CSC2 the results were Apoferritin bind -21.3%, POLK inh -9.6%, Pol eta inh -17.3%, RGS4 inh -20.5%, LDHA block 0.7, ERG-DNA inh -3.3%, ALOX12 inh -4.8%, POLB inh -2.7% and APEX1 inh -2.6%.
`COc1cc(-c2nc3ccc4ccccc4c3c3c2CCC3)ccc1O` gave Apoferritin bind -11.6%, POLK inh -5.5%, Pol eta inh -12.3%, RGS4 inh -22.3%, LDHA block 1.8, ERG-DNA inh -6.6%, ALOX12 inh -4.4%, POLB inh -13.6% and APEX1 inh 7.2%.
Screening CC1=CC(C)=Nc2ccccc2N1 returned Apoferritin bind -0.8%, POLK inh -10.3%[60.1 µM], Pol eta inh 16.1%, RGS4 inh -8.6%, LDHA block 0.9, ALOX12 inh -10.5%, POLB inh 10.2% and APEX1 inh -0.1%.
For CC(=O)Nc1nc(-c2ccccc2)cc(-c2ccco2)c1C#N the results were POLK inh -2.6%, Pol eta inh -4.5%, RGS4 inh 1.5%, LDHA block -2.6, ERG-DNA inh 18.6%, ALOX12 inh 7.4% and APEX1 inh 32.2%.
`O=C(CN1CCN(c2ccc(F)cc2)CC1)Nc1cc(C(F)(F)F)ccc1Cl` gave Apoferritin bind -6.5%, POLK inh -10.7%, Pol eta inh -22.0%, RGS4 inh -11.3%, LDHA block 1.0, ERG-DNA inh -13.6%, ALOX12 inh -12.6%, POLB inh 1.3% and APEX1 inh -2.2%.
Screening CCn1cc(C(=O)OCC(=O)NCc2ccc3c(c2)OCO3)c(=O)c2ccc(C)nc21 returned Apoferritin bind inconclusive, POLK inh -16.4%, Pol eta inh -0.8%, RGS4 inh -3.3%, LDHA block -0.7, ERG-DNA inh -3.2%, ALOX12 inh -20.3%, POLB inh -1.6% and APEX1 inh -8.0%.
For O=C(O)C1C2C=CC(C3CC23)C1C(=O)N1CCc2ccccc21 (stereo not given) the results were Apoferritin bind -14.2%, POLK inh -16.4%, Pol eta inh 3.2%, RGS4 inh -1.9%, LDHA block 17.3, ERG-DNA inh 1.2%, ALOX12 inh -24.7%, POLB inh 1.0% and APEX1 inh -6.3%.
`CCCCCCn1c(SCC(=O)OC)nc2c1c(=O)[nH]c(=O)n2C` gave Apoferritin bind -1.5%, POLK inh 10.0%, Pol eta inh -8.0%, RGS4 inh inconclusive, LDHA block -5.5, ERG-DNA inh -2.0%, ALOX12 inh inconclusive, POLB inh 9.7% and APEX1 inh -2.4%.
COCCCNC(=S)N(CCCO)Cc1cc2cc3c(cc2[nH]c1=O)OCCO3 was read as Apoferritin bind -11.5%, POLK inh 3.6%, Pol eta inh -16.8%, RGS4 inh 1.3%, LDHA block -0.5, ERG-DNA inh -1.2%, ALOX12 inh 25.7%, POLB inh 21.0% and APEX1 inh 29.7%.
For O=C(NC1CCCC1)C(c1ccccc1F)N(C(=O)c1csnn1)c1ccccc1 (stereo not given) the results were Apoferritin bind -9.5%, POLK inh -2.6%, Pol eta inh -0.7%, RGS4 inh 25.0%, LDHA block -10.5, ERG-DNA inh -1.6%, ALOX12 inh 19.6%, POLB inh 66.4% and APEX1 inh -3.8%.
`CCN1C(=O)NC(c2cccnc2)C(C(=O)OC)=C1C` (stereo not given) gave Apoferritin bind -12.0%, POLK inh -2.9%, Pol eta inh -3.5%, RGS4 inh -9.4%, LDHA block 0.9, ERG-DNA inh -7.1%, ALOX12 inh -3.1%, POLB inh 19.1% and APEX1 inh -1.4%.
Screening O=C(c1ccco1)N1CCN(C(=O)C2c3ccccc3Oc3ccccc32)CC1 returned Apoferritin bind -6.6%, POLK inh -5.5%, Pol eta inh 3.2%, RGS4 inh 0.9%, LDHA block 1.6, ALOX12 inh -12.1%[57.4 µM], POLB inh -18.4% and APEX1 inh 0.2%.
For O=C(Nc1ccccc1N1CCOCC1)c1ccco1 the results were Apoferritin bind -7.7%, POLK inh -8.3%, Pol eta inh 0.5%, RGS4 inh 7.9%, LDHA block -8.8, ERG-DNA inh -1.6%, ALOX12 inh -24.3%, POLB inh 37.9% and APEX1 inh -6.5%.
Screening Cc1cc(NC(=O)CSc2nc(-c3ccc(Cl)cc3)cs2)no1 returned Apoferritin bind -4.1%, POLK inh -2.6%, Pol eta inh -4.7%, RGS4 inh inconclusive, LDHA block -3.0, ERG-DNA inh -5.6%, ALOX12 inh 0.0%, POLB inh inconclusive and APEX1 inh 3.0%.
CCC1CCCCN1C(=S)NC(=O)c1cccc([N+](=O)[O-])c1 (stereo not given) was read as Apoferritin bind -20.4%, POLK inh -8.7%, Pol eta inh -1.6%, RGS4 inh -38.0%, LDHA block 3.2, ERG-DNA inh -1.5%, ALOX12 inh 0.0%, POLB inh inconclusive and APEX1 inh -10.9%.
`O=[N+]([O-])c1cccc(NC(=S)N2CCOCC2)c1` gave Apoferritin bind -9.4%, POLK inh 6.4%, Pol eta inh -8.4%, RGS4 inh -6.1%, LDHA block -0.8, ERG-DNA inh -1.3%, ALOX12 inh -15.3%, POLB inh inconclusive and APEX1 inh -2.5%.
For O=C(CNC(=O)C(c1ccccc1)c1ccccc1)N/N=C/c1ccc(O)cc1O the results were Apoferritin bind -21.6%, POLK inh -18.6%, Pol eta inh -17.6%, RGS4 inh 20.1%, LDHA block -0.5, ERG-DNA inh 1.6%, ALOX12 inh 0.0%, POLB inh 4.0% and APEX1 inh -3.2%.
`CN(C(=O)CCNC(=O)Cn1cnc2ccccc2c1=O)c1ccccc1F` gave Apoferritin bind 6.2%&-5.9%, POLK inh -14.3%&-4.5%, Pol eta inh -2.8%&-9.9%, RGS4 inh 4.7%&28.8%, LDHA block -19.1&-7.2, ERG-DNA inh inconclusive, ALOX12 inh 3.3%&-13.6%, POLB inh 32.6%&31.5% and APEX1 inh 20.7%.
For O=S(=O)(c1ccc2nc(-c3ccco3)c(-c3ccco3)nc2c1)N1CCOCC1 the results were Apoferritin bind 3.1%, POLK inh inconclusive, Pol eta inh 14.1µM*, RGS4 inh inconclusive, LDHA block 17.5, ERG-DNA inh 0.4%, ALOX12 inh 14.1µM*, POLB inh 28.2µM* and APEX1 inh inconclusive.
For CCCC(=O)C1=C(O)C(C(=O)OC)C(C)(C)CC1=N (stereo not given) the results were Apoferritin bind -6.8%, POLK inh 1.2%, Pol eta inh -7.1%, RGS4 inh -12.0%, LDHA block -3.2, ERG-DNA inh 2.6%, ALOX12 inh 0.0%, POLB inh 21.9% and APEX1 inh -5.7%.
`Cc1cc(N/C=C\c2nnnn2-c2ccccc2)no1` gave Apoferritin bind -1.4%, POLK inh -2.0%, Pol eta inh -22.4%, RGS4 inh -1.9%, LDHA block -7.1, ERG-DNA inh -7.3%, ALOX12 inh -8.0%, POLB inh -0.2% and APEX1 inh 4.3%.
O=c1[nH]c2cc3c(cc2cc1CN(Cc1nnnn1CC1CCCO1)C1CCCC1)OCO3 (stereo not given) was read as Apoferritin bind 89.5%[activator], POLK inh -13.6%, Pol eta inh -13.6%, RGS4 inh 23.1%, LDHA block 1.1, ERG-DNA inh -7.0%, ALOX12 inh 4.1%, POLB inh 65.1% and APEX1 inh 16.9%.
CN(c1ccccc1)S(=O)(=O)c1cccc(C(=O)NCCc2c[nH]c3ccccc23)c1 was read as POLK inh -2.9%, Pol eta inh -4.0%, RGS4 inh 14.3%, LDHA block -9.8, ERG-DNA inh 1.6% and ALOX12 inh 15.1%.
Screening COc1ccc(C(=O)NC(=S)NCCO)cc1Br returned Apoferritin bind -2.3%, POLK inh 3.0%, Pol eta inh -2.7%, RGS4 inh -10.0%, LDHA block -6.4, ALOX12 inh inconclusive, POLB inh -0.1% and APEX1 inh -0.5%.
For C=CCOC(=O)CCC(=O)Nc1cc(OC)nc(OC)n1 the results were Apoferritin bind -2.6%, POLK inh -12.2%, Pol eta inh -1.7%, RGS4 inh 37.4%, LDHA block -4.9, ERG-DNA inh -5.3%, ALOX12 inh 0.3%, POLB inh -0.8% and APEX1 inh 6.7%.
For O=C(Cn1ncc2c3ccccc3n(Cc3ccccc3)c2c1=O)NC1CCCCCC1 the results were Apoferritin bind 43.7%[activator], POLK inh -15.6%, Pol eta inh -9.3%, RGS4 inh 30.6%, LDHA block -13.6, ERG-DNA inh 3.2%, ALOX12 inh -24.5% and POLB inh -6.3%.
For COC(=O)c1ccc(CSc2ccc3nnc(-c4ccc(F)cc4)n3n2)o1 the results were Apoferritin bind -11.5%, POLK inh -3.2%, Pol eta inh -3.4%, RGS4 inh -4.7%, LDHA block -0.8, ERG-DNA inh 10.3%, ALOX12 inh -4.0%, POLB inh -0.4% and APEX1 inh -3.4%.
